# Assay outcomes deposited in PubChem by several laboratories.
# NADH enzymes: inhibition of NAD/NADH coupling enzymes, library profiling; coupled PK/LDH NADH assays, four targets; IC50, µM (series often up to 10 µM), for inactives: at the highest dose inhibition; hit rate 0.02% among 65,000; AID 774;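 active means single-dose screening hits from any of four coupled enzyme assays that gave an IC50 when retested across doses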;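 further: the DPM-DC format reads NADH fluorescence rather than 340 nm absorbance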
# M1 antagonist: blocks the rat M1 muscarinic receptor response to acetylcholine; P08482; AID 628; B-score at 10 µM; hit rate 3.4% among 64,000; CHO-M1 cells, Fluo-4 calcium, ACh EC80 antagonist mode; stronger effect = lower value;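 active means calcium fluorescence response, raw or row-and-column corrected B-score, differing from the plate sample mean either way at a set confidence level, mostly lower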
# M1 agonist: activates the M1 muscarinic receptor; B-score at 10 µM; CHO-M1 cells, Fluo-4 calcium fluorescence, agonist mode; stronger effect = higher value; hit rate 3% among 64,000;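 active means fluorescence rise, raw or as B-score row- and column-corrected plate score, outside the 99.7% band of its plate's samples, either direction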
# Jurkat viability: reduces viability or proliferation of Jurkat cells; hit rate 1.2% among 56,000; AID 463; Jurkat E6.1 viability, ATP luminescence, 48 h; inhibition, % at 4 µM;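 active means inhibition above the mean inhibition of all tested compounds plus 3 SD, cut at about 28% in these data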
# Ecoli tolC: growth inhibitors of E. coli BW25113 tolC mutant; OD615; growth inhibition, % at 10 µM (by protocol); hit rate 2.2% among 65,000;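 active means growth inhibition at or above a cutoff equal to the mean over every tested compound plus 3 SD, cut at about 60% in these data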;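 further: growth measured after 20 h incubation at 37 °C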
#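 System: E. coli ΔtolC::kan strain BW25113; Buffer or medium: LB broth supplemented with 50 µg/mL kanamycin; Compound: 10 µM final, single dose; Incubation: bacterial growth with compound for 20 h at 37 °C; Signal: A615 absorbance measurement; Evaluation: growth inhibition in percent.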
# SF1 activator: activators of human nuclear receptor SF-1. CHO-K1 Gal4-SF-1 LBD luciferase reporter; % increase over DMSO SF-1-specific signal. AID 522. activation, % at 10 µM. hit rate 1.9% among 65,000;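 active means activation above the mean activation of all tested compounds plus 3 SD, cut at about 50% in these data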
#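 Compound – one dose, 10 µM compound, 1% DMSO · Test system – transient Gal4-SF-1 LBD reporter, CHO-K1 · Input – 4,000 cells in each well · Read-out basis – percent activation relative to DMSO median and mock-transfected background · Replicates – single measurement per compound · Technique – steady-glow luciferase luminescence, read after 15 min reagent incubation · Timing – 20 h compound treatment, 37 °C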
# HEK293 NFkB inh: inhibitors of the PMA/ionomycin-induced NF-kB reporter in HEK293 cells; HEK-293 NF-kB luciferase reporter, luminescence; inhibition, % at 3 µM; hit rate 0.21% among 62,000;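 active means inhibition above the mean of all tested compounds plus 3 SD, cut at about 40% in these data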;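 further: 0% = stimulated DMSO wells and 100% = 10 µM reference inhibitor 5653914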
#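 System: NF-kB luciferase reporter HEK-293 cells | Replication: Single test | Control set: DMSO vs reference inhibitor | Evaluation: % inhibition | Schedule: 1 h pretreatment, 16 h stimulation, 37 °C | Probe or stimulus: PMA with ionomycin | Compound dosing: One dose, 3 µM | Detection: Luciferase luminescence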
# TNAP act mid DEA: human TNAP activation, intermediate phosphate acceptor; purified TNAP, CDP-star luminescence, 100 mM DEA, 30 min; stronger effect = higher value; scale: 0 levamisole-inhibited, 1 vehicle-only enzyme; AID 813; P05186; 64,000 tested, under 10 active; activation factor at 20 µM;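 active means activation factor of at least 2 at 20 µM, relative to controls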
# Target sequence (P05186 whole entry, looked up): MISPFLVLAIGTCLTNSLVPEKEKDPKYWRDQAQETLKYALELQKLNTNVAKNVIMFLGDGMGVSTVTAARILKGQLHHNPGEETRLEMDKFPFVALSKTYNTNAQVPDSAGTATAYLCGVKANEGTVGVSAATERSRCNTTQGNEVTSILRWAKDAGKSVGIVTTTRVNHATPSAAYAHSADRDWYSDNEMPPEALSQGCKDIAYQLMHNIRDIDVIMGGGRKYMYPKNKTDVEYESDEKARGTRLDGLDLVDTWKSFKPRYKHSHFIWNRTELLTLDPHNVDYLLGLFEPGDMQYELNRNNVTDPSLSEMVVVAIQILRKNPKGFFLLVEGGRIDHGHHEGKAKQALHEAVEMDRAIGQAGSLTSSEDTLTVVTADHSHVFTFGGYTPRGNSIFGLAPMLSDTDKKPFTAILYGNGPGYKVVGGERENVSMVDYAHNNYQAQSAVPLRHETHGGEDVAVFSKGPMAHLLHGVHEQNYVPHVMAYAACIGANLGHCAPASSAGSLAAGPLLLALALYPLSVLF
# D1 allo mod: allosteric modulators of human D1 dopamine receptor; P21728; HEK293 D1, CRE-luciferase, dopamine EC30 potentiation; actives deviate in either direction; B-score at 10 µM; hit rate 5.9% among 58,000;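 active means luminescence count or its row- and column-corrected plate score outside the 99.7% band of the plate's sample wells, on either side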
# Target sequence (P21728 whole entry, looked up): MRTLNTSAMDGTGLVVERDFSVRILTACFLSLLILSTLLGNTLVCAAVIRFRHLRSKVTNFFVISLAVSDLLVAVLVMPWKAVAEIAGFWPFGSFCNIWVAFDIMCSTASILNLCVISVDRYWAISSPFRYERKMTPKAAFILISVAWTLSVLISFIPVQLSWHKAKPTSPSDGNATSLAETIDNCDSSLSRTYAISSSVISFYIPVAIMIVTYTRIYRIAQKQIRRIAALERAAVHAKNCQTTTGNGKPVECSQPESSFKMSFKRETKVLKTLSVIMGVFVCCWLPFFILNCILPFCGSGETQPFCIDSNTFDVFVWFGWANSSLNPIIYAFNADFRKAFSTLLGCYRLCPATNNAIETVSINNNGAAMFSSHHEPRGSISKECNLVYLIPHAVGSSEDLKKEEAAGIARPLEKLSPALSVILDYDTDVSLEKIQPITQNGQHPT
# Active calls of the source: *; / = not tested or not shown; [ ] = remark or other dose.
SMILES,NADH enzymes,M1 antagonist,M1 agonist,Jurkat viability,Ecoli tolC,SF1 activator,HEK293 NFkB inh,TNAP act mid DEA,D1 allo mod
Cc1ccc2oc(=O)c3cnn(CC(=O)N(CCCN4CCOCC4)Cc4ccco4)c3c2c1,1%,-0.61,0.91,-1,-11,-14,8,1,0.41
COc1ccc(CNS(=O)(=O)c2ccc(C3CNC(=O)C3)cc2)cc1 (configuration not stated),4%,0.013,-0.35,0,2,0,0,0.9,0.78
O=S(=O)(c1cccc(S(=O)(=O)N2CCN(c3ncccn3)CC2)c1)N1CCOCC1,3%,0.7,-0.33,/,-12,-1,22,0.9,-0.56
COc1ccc(C2/C(=C(/O)c3ccc(F)cc3)C(=O)C(=O)N2CCCN(C)C)cc1 (configuration not stated),11%,/,/,/,0,/,/,0.9,0.19
Cc1cc(NC(CC(C)C)C(=O)O)nc(Cc2ccccc2)n1 (configuration not stated),2%,0.33,-0.61,/,6,2,/,0.9,/
N#CCCN(C(=O)c1ccco1)c1ccccc1,0%,0.32,-0.46,/,8,-6,/,0.9,/
COc1cccc(-n2nc(C(=O)Nc3ccc4c(c3)OCO4)c3ccccc3c2=O)c1,1%,0.036,0.62,-6,15,14,6,0.9,2
Cc1cc(C)c(NC(=O)Cn2cc3c(n2)CCCC3)c(C)c1,4%,0.92,-0.7,0,-4,11,16,0.8,0.88
COc1c(F)c(F)c(C(=O)Nc2ccccc2N2CCN(C(=O)C(C)C)CC2)c(F)c1F,9%,1.7,0.34,-1,12,-2,13,1,-0.45
CCN(CC)C(=O)C1=C(C)NC(=O)NC1c1c(F)cccc1Cl (configuration not stated),3%,1.6,-0.0094,/,-13,8,6,0.9,0.088
Cc1ccc(-c2c(C#N)c(N)nc3c2CCCCCC3)o1,4%[fluoresces],1.1,0.0066,2,10,7,24,0.9,4.2
Cc1ccc(C(=O)CC2(O)C(=O)N(CCc3ccccc3)c3ccc(Br)cc32)o1 (configuration not stated),5%,-0.92,2.6,1,33,-1,5,0.9,0.29
CCn1c(=O)[nH]c2cc(C(=O)N3CCN(c4ccccc4)CC3)ccc2c1=O,1%,-0.38,0.42,0,4,-6,3,1,0.36
CC(C)n1c(SCCCc2ccccc2)nc2c1c(=O)[nH]c(=O)n2C,3%,-0.44,-0.24,-2,10,-1,-16,1,/
COc1ccc(-c2nc(-c3ccc(Br)o3)no2)cc1OC,2%,0.24,0.015,-7,9,87*,2,0.9,1.4
O=S(c1ccsc1)c1ccsc1,4%,-0.024,-0.52,-3,-13,7,9,0.9,-0.045
O=S(=O)(NCc1ccncc1)c1ccc(Br)s1,1%,-1.8,3.7*,94*,-7,-83,42*,0.9,-1
O=S(=O)(Nc1ccccn1)c1ccc(Oc2ccccc2)cc1,2%,-0.0053,-0.9,8,8,7,12,0.9,3.1
CN1CCN(C(=O)CCCOc2ccc(Cl)cc2Cl)CC1,6%,0.046,-0.18,7,-6,3,23,1,0.35
O=C(Nc1ccc2nn(-c3ccccc3)nc2c1)c1cccs1,7%,0.038,-0.57,-5,13,70*,-15,0.8,-0.45
CCC1CCCCN1C(=O)c1cc2cc(Br)ccc2oc1=O (configuration not stated),1%,-0.87,0.95,4,-2,-7,9,0.8,-0.88
CNc1nc2c(c(=O)[nH]c(=O)n2C)n1CCOC,10%,-0.57,-0.94,1,-19,6,8,0.9,-0.43
CC1=Nn2c(nc(-c3ccccc3)c2-c2ccccc2)N(CC(N)=O)C(=O)C1,1%,0.91,1,6,-10,9,4,1,0.39
CCN(CC)CCN1C(=O)C2C3c4ccccc4C(c4ccccc43)C2C1=O (configuration not stated),1%,-3.6*,-0.0039,5,-6,-6,8,0.9,-0.61
Cc1ccc(C)c2[nH]c(=O)c(CN(CCN3CCCC3)C(=O)Nc3cccc(Cl)c3)cc12,3%,-0.75,-0.36,51*,18,-4,13,0.9,-0.64
CCOC(=O)c1c(-n2cnnn2)sc(C)c1C,5%,-0.62,-1.7,2,1,-2,20,0.9,2.2
O=C(Cn1nc(-c2ccccc2F)ccc1=O)NCc1ccc2c(c1)OCO2,7%,-0.78,-0.41,4,-20,0,4,0.9,0.55
C=C(C)c1cccc(C(C)(C)NC(=O)N2CCN(C)CC2)c1,9%,-0.27,-1.9,-3,-27,-2,9,1,-0.47
Cn1nccc1C(=O)Nc1ccccc1C(=O)O,6%,0.77,0.22,/,14,3,/,1.1,/
O=C(Nc1ccc2nc(-c3ccco3)c(-c3ccco3)nc2c1)N1CCCCCC1,19%,-4.6*,30*,-4,1,4,1,0.8,-4.5*
CCOC(=O)c1c(C)n(C)c2ccc(OC(C)C(=O)OC)cc12 (configuration not stated),13%,0.64,0.51,-8,18,-6,-10,0.9,0.12
Cc1cc(N2CCN(C(c3ccccc3)c3ccccc3)CC2)n2ncnc2n1,7%,-0.84,2.2,-2,82*,-10,13,0.9,-1.3
O=C(OCc1nc2ccccc2s1)c1cccs1,3%,0.71,-0.58,3,33,50*,-17,0.9,-0.68
C=CCn1c(Cc2csc(N)n2)nnc1SCC(=O)Nc1ccc(C(=O)OCC)cc1,5%,-0.28,0,-4,8,-17,-2,1,-0.95
CCOc1ccc(S(=O)(=O)n2nc(C)cc2C)c2ccccc12,2%,-0.87,0.25,4,5,-7,-2,0.9,-0.4
CCOC(=O)N1CCN(C(=O)C2CCCN(c3ncnc4c3sc3cccc(F)c34)C2)CC1 (configuration not stated),9%,-6.9*,4.4,-1,11,-3,17,0.9,-1.9
CCCCNC(=O)OCCNC(=O)Oc1cccc(C)c1,5%,-0.039,-0.018,0,-14,3,10,0.9,-0.46
COc1ccc(-n2c(SCC(=O)Nc3cc(C)on3)nc3c(c2=O)SCC3)cc1,12%,0.46,0.47,-2,-13,-2,15,0.9,-1.2
CCCC(=O)c1ccc(N2CCN(S(=O)(=O)c3ccccc3)CC2)c(F)c1,1%,1.2,0.0069,3,5,21,9,0.9,4.8*
C[C@H](NC(=O)Nc1cccc(C(F)(F)F)c1)C(=O)O,3%,-0.0036,0.28,2,-13,-9,12,0.9,-0.89
CNC(=O)c1cc2cc(Cl)cc(OC)c2oc1=O,2%,-0.62,2.5,-4,-3,13,4,0.9,-0.13
Cc1cc(C(F)F)n2ncc(C(=O)NC3CCCCCC3)c2n1,1%,-0.057,0.89,6,14,8,7,0.9,6.3*
CCCCC1(CC)C(=O)NC(=O)NC1=Nc1ccc(OC)cc1 (configuration not stated),5%,-1,-0.2,0,-12,6,3,0.8,0.048
Nc1nonc1C(=O)NCCN=Cc1cc(Cc2ccccc2)cc(Br)c1O,2%,0.1,3.8,/,4,-14,/,0.8,/
CCOC(=O)c1c(C)oc2c(CN3CCN(C)CC3)c(Br)c(OC)c(O)c12,7%,-0.46,-1.3,-6,-9,-7,20,0.9,-0.097
COC(=O)CN(c1ccccn1)S(=O)(=O)c1ccccc1,10%,0.75,-0.68,3,-22,-10,12,0.9,5.2*
Cc1ccccc1-n1c(=O)cc(N2CCN(Cc3ccccc3)CC2)[nH]c1=O,3%,0.023,0.075,0,-16,12,-3,1,-0.075
COc1ccc(NC(=O)CN2CCN(S(=O)(=O)c3ccc(F)cc3)CC2)cc1Cl,3%,0.00025,-0.042,-6,28,-9,9,0.9,0.087
CCOC(=O)Nc1oc2ccccc2c(=O)c1CN1CCOCC1,8%,-0.98,0.039,-5,-13,-2,11,1,0.5
Cc1cccc(N2CCN(C(=O)C34CC5CC(CC(C5)C3)C4)CC2)c1C,9%,-0.31,0.063,-8,63*,-12,3,0.9,-0.086

# Additional compounds.
SMILES,NADH enzymes,M1 antagonist,M1 agonist,Jurkat viability,Ecoli tolC,SF1 activator,HEK293 NFkB inh,TNAP act mid DEA,D1 allo mod
CC(=O)c1cc(C)ccc1OC(=O)c1cccnc1,3%,1.1,0.23,5,2,0,7,1,0.42
Cc1ccc(N2C(=O)Nc3ccc(Br)cc3C2(O)C(=O)NCCCN(C)C)cc1C (configuration not stated),3%,0,-0.019,/,-6,-8,16,0.9,-0.085
O=C(COc1c(F)c(F)c(C(F)(F)F)c(F)c1F)Nc1ccc(N2CCOCC2)c(Cl)c1,0%,0.14,-0.22,4,100*,16,7,0.9,-0.055
COc1ccc(CCNC(=O)CN2CCOc3ccccc32)cc1OC,4%,0.27,0.4,0,-4,25,10,1.1,0.19
CCOC(=O)CN1C(=O)NC2NC(=O)NC21 (configuration not stated),4%,0.43,0.087,-1,-25,0,20,1,0.069
COCCNCCOCCOc1cccc(OC)c1,0%,0.83,-0.3,5,-5,0,8,1,-0.82
Cc1cc2cc(CN(Cc3ccco3)C(=O)C3CCCCC3)c(=O)[nH]c2cc1C,3%,-0.71,0.13,-3,-6,-2,8,0.8,1.4
O=C(Nc1ccccc1F)c1ccncc1,0%,-0.6,-0.54,-5,-10,-5,19,0.9,1.5
CCOC(=O)c1ccc(S(=O)(=O)N2CCN(S(=O)(=O)CC)CC2)cc1,3%,-0.062,0.33,4,-25,9,17,0.9,/
CCOC(=O)c1c(N)sc2c1CCC(C)C2 (configuration not stated),2%,-0.44,-0.42,-2,9,-14,12,0.9,0.13

# As entered above:
# M1 antagonist with CCOC(=O)c1c(N)sc2c1CCC(C)C2 (configuration not stated) → -0.44
# M1 agonist with Cc1ccc(N2C(=O)Nc3ccc(Br)cc3C2(O)C(=O)NCCCN(C)C)cc1C (configuration not stated) → -0.019
# Jurkat viability with CCOC(=O)c1ccc(S(=O)(=O)N2CCN(S(=O)(=O)CC)CC2)cc1 → 4

# Next records.
SMILES,NADH enzymes,M1 antagonist,M1 agonist,Jurkat viability,Ecoli tolC,SF1 activator,HEK293 NFkB inh,TNAP act mid DEA,D1 allo mod
Cc1ccc(-c2oc3ncnc(N)c3c2-c2ccc(C)cc2)cc1,4%[fluoresces],-0.49,0.039,3,-25,-7,8,/,1.2
CCOc1ccc(C2c3c(oc4ccccc4c3=O)C(=O)N2c2ccccn2)cc1OC (configuration not stated),3%,0.39,-0.26,-2,-2,-3,-3,1,1.5
O=C(CCc1c[nH]c2ccccc12)NCC1CCCO1 (configuration not stated),2%,0.019,1.2,1,-1,4,4,1,-0.66
CCOC(=O)c1c(C)c(C(=O)NCc2ccccc2OC)c(C)n1C,4%,-1.9,0.16,-1,4,0,5,0.9,3.6*
O=C(Cn1cnc2c(nnn2Cc2ccc(Cl)cc2)c1=O)NC1CCCC1,6%,1.4,0.031,2,-10,-3,11,0.9,0.13
COc1ccc(NC(=O)Nc2nnc(C(C)C)s2)cc1,2%,-0.2,-0.0043,1,11,20,-5,0.9,-0.36
Cc1ccnc(NC(=O)CCC(=O)N(CC(=O)NC2CCCCC2)CC2CCCO2)c1 (configuration not stated),1%,-2,2.3,-4,-30,6,10,0.9,0.53

# Two of the compounds above, with each value named:
COc1ccc(C2/C(=C(/O)c3ccc(F)cc3)C(=O)C(=O)N2CCCN(C)C)cc1 (configuration not stated)
  NADH enzymes = 11%; M1 antagonist = /; M1 agonist = /; Jurkat viability = /; Ecoli tolC = 0; SF1 activator = /; HEK293 NFkB inh = /; TNAP act mid DEA = 0.9; D1 allo mod = 0.19

Cc1cc(NC(CC(C)C)C(=O)O)nc(Cc2ccccc2)n1 (configuration not stated)
  NADH enzymes = 2%; M1 antagonist = 0.33; M1 agonist = -0.61; Jurkat viability = /; Ecoli tolC = 6; SF1 activator = 2; HEK293 NFkB inh = /; TNAP act mid DEA = 0.9; D1 allo mod = /
